Compound activity deposited in PubChem BioAssay by Southern Research Specialized Biocontainment Screening Center.
inhibitors of VEEV = inhibitors of VEEV TC-83 cytopathic effect, confirmation, Vero cells (AID 588727); 0.13% of 350,000 active; Vero cells, VEEV TC-83 cytopathic effect inhibition; higher % means a stronger effect; one-dose inhibition, % at 20 µM; IC50 in µM for titrated hits; in the data active = a potency from the dose series; inconclusive = inhibition mostly from about 14% at the one dose, without a potency; inactive = the rest, 99 in 100 with inhibition below about 12%; note: strong numbers were not always called active
M. tuberculosis = growth inhibition of non-replicating M. tuberculosis (AID 488890); Mycobacterium tuberculosis non-replicating, growth inhibition; higher % means a stronger effect; one-dose inhibition, % at 25 µM; IC50 in µM for titrated hits; 0.39% of 320,000 active; in the data active = a potency from the dose series; inconclusive = inhibition mostly from about 82% at the one dose, without a potency; inactive = the rest, 99 in 100 with inhibition below about 76%;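 note: plate controls were DMSO cells for no effect and high antibiotic wells for full effect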
M. tuberculosis HTS = M. tuberculosis growth inhibition, HTS (AID 449762); M. tuberculosis H37Rv growth inhibition, 7H9 media; higher % means a stronger effect; inhibition, % at 25 µM, or IC50 in µM where a hit was titrated; 0.59% of 330,000 active; in the data active = a potency from the dose series; inconclusive = inhibition above about 70% without an active follow-up result;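 note: bacterial growth assessed after seven days of incubation; strong numbers were not always called active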
H1N1 NS1A inhibition = H1N1 influenza NS1A inhibitors, functional cell based assay (AID 504329). 0.3% of 340,000 active. inhibition, % at 12.5 µM; hits with a dose series show IC50 in µM. NS1A functional cell-based assay, percent inhibition; higher % means a stronger effect; in the data active = a potency from the dose series; inconclusive = inhibition above about 27% without an active follow-up result; note: strong numbers were not always called active
PhoP GFP inhibition = Inhibition of PhoP regulon, Salmonella typhi GFP reporter cells, confirmation, 4 h (AID 1850); Salmonella Typhi PhoP-promoter GFP reporter, fluorescence, 4 h; higher % means a stronger effect; inhibition, % at 50 µM; hits with a dose series show IC50 in µM; 0.33% of 310,000 active; in the data active = a potency from the dose series; inconclusive = inhibition mostly from about 25% at the one dose, without a potency; inactive = the rest, 99 in 100 with inhibition below about 19%;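 note: 0% = induced wells with vehicle and 100% = uninduced wells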
inhibitors of VEEV 10K pilot screen = recorded beside inhibitors of VEEV, whose call it bears; inhibition, %; measured here: 10K pilot screen inhibition
Active calls of the source: *; i = inactive; ? = inconclusive; / = no result given.

SMILES	inhibitors of VEEV	M. tuberculosis	M. tuberculosis HTS	H1N1 NS1A inhibition	PhoP GFP inhibition	others
COC(=O)C1=C(c2ccccc2)C[C@@H]2CC[C@H]1N2C(=O)N1CCCC1	0.2%	4%	-6%	-5%	0%
CCOC(=O)C1=C(N)OC2=C(C(=O)CCC2)C1c1sccc1C (stereo not given)	i	12%	18%	0%	-4%
Cc1ccc(C)c(-n2nnnc2SCC(=O)NCC2CCCO2)c1 (stereo not given)	1.4%	-22%	1%	0%	/
O=C(NC(=S)NCC1CCCO1)c1ccc(Cl)cc1 (stereo not given)	i	18%	-3%	0%	-2%
Cc1ccc(C(=O)Nn2cnc3ccccc3c2=O)cc1C	1.3%	-2%	-12%	-23%	-1%
CC1CCCCN1CCCn1c(=S)[nH]c2ccccc2c1=O (stereo not given)	0.3%	5%	-7%	-9%	19%
COc1ccc(-n2c(=O)c3c4c(sc3n3c(=S)[nH]nc23)COC(C(C)C)C4)cc1 (stereo not given)	2.8%	-24%	10%	/	3%
COc1nn(-c2ccccc2)c(=O)c(Cl)c1Cl	?	?	5.5µM*	-8%	-4%
O=C(CCc1nnc(-c2ccc3c(c2)OCO3)o1)N1CCC(c2ccc(F)cc2)C1 (stereo not given)	i	-2%	-1%	-5%	0%
O=C(c1ccccc1)c1ccccn1	0.2%	18%	9%	5%	-1%	inhibitors of VEEV 10K pilot screen=0.1
O=C(COC(=O)c1ccccc1NC(=O)c1ccco1)NC1CCS(=O)(=O)C1 (stereo not given)	1.6%	/	66%	2%	-4%
COc1ccccc1OCCCCn1c(C(C)O)nc2ccccc21 (stereo not given)	0.1%	-7%	1%	-37%	-8%
CCn1c(SCC(=O)NC2CCCCC2)nnc1-c1ccco1	1.2%	-6%	17%	17%	11%
Cc1ccc(NC(=O)COC(=O)c2cccnc2Cl)cc1S(=O)(=O)N1CCCCC1	0.5%	6%	3%	-2%	3%
O=[N+]([O-])c1ccc(/C=N/N2CCN(c3ccncc3S(=O)(=O)N3CCCCC3)CC2)cc1	1.1%	-4%	6%	1%	-4%
Cc1nc2ccccc2n1/C(=N\S(=O)(=O)c1ccccc1)c1ccccc1	0.8%	-2%	-1%	-8%	2%
O=C(C1CCN(S(=O)(=O)c2cccc3cccnc23)CC1)N1CCCC1	0.7%	4%	-5%	6%	-26%
CC1CC(C)CN(C(=O)COC(=O)CCC(=O)c2cccs2)C1 (stereo not given)	0.7%	-4%	-4%	0%	/
Cc1cccc(C(=O)N2CCC(n3nnc4cc(F)ccc43)CC2)c1	3.3%	3%	-6%	-6%	-5%
O=C1N[C@H](Cc2ccccc2)COC(=O)[C@@H](Cc2ccc(F)cc2)CC/C=C/C[C@H]1CC(=O)N(CCO)Cc1ccccc1	13%	75%	3%	1%	/
Cc1cccc(NC(=O)CSc2nc3ccccc3c(=O)n2C)c1	0.5%	?	0%	0%	-7%
CC(=O)Nc1ccc2c(c1)ncn2-c1ccccc1	0.9%	6%	6%	/	-2%
S=c1[nH]nc(COc2ccccc2)n1/N=C/C=C/c1ccccc1	1.0%	-25%	4%	-3%	-6%
CCOc1ccccc1NCc1cc(=O)oc2cc(C)ccc12	i	-2%	8%	12%	-3%
Cc1sc(-c2ccncc2)nc1OC(=O)c1ccc(F)cc1F	2.7%	-9%	-4%	-7%	3%

At a glance, part of the list above:
SMILES	inhibitors of VEEV	M. tuberculosis	M. tuberculosis HTS	H1N1 NS1A inhibition	PhoP GFP inhibition	others
CC(=O)Nc1ccc2c(c1)ncn2-c1ccccc1	0.9%	6%	6%	/	-2%
S=c1[nH]nc(COc2ccccc2)n1/N=C/C=C/c1ccccc1	1.0%	-25%	4%	-3%	-6%
CCOc1ccccc1NCc1cc(=O)oc2cc(C)ccc12	i	-2%	8%	12%	-3%
Cc1sc(-c2ccncc2)nc1OC(=O)c1ccc(F)cc1F	2.7%	-9%	-4%	-7%	3%

Back to the main list, repeating the 4 entries before the break.
SMILES	inhibitors of VEEV	M. tuberculosis	M. tuberculosis HTS	H1N1 NS1A inhibition	PhoP GFP inhibition	others
CC(=O)Nc1ccc2c(c1)ncn2-c1ccccc1	0.9%	6%	6%	/	-2%
S=c1[nH]nc(COc2ccccc2)n1/N=C/C=C/c1ccccc1	1.0%	-25%	4%	-3%	-6%
CCOc1ccccc1NCc1cc(=O)oc2cc(C)ccc12	i	-2%	8%	12%	-3%
Cc1sc(-c2ccncc2)nc1OC(=O)c1ccc(F)cc1F	2.7%	-9%	-4%	-7%	3%
CCCN(CC(=O)Nc1ccccc1C)C(=O)COc1c(C)cccc1C	8.2%	-2%	-5%	-15%	/
COc1ccccc1N1CCN(C(=O)CN(C)S(=O)(=O)c2ccc3c(c2)c(=O)n(C)c(=O)n3C)CC1	?	9%	-5%	3%	-7%
C1CCC(Nc2nc3nonc3nc2N2CCSCC2)C1	0.5%	-16%	3%	3%	-10%	inhibitors of VEEV 10K pilot screen=0.2
Cc1ccc(C)c(NC(=S)N(C)CCO)c1	0.8%	-10%	-1%	-6%	5%
CCC(CC)C(=O)Nc1ccccc1-n1cccc1	i	25%	-2%	-14%	5%
CC(OC(=O)COc1cccc2c1OC(C)(C)C2)C(=O)Nc1ccc(S(N)(=O)=O)cc1 (stereo not given)	0.6%	-7%	-5%	4%	2%
O=C(Cn1cc2c(n1)CCCCC2)NCc1ccccn1	0.1%	10%	-1%	-3%	-4%
NC(=O)CC[C@@H]1NC(=O)[C@@H]2CCCN2C(=O)c2cc([N+](=O)[O-])cc(I)c2NCCC[C@@H](C(N)=O)NC1=O	/	-5%	13%	/	-3%
CCOC(=O)Nc1c(Cl)[nH]c(=O)n(C)c1=O	1.8%	/	/	2%	/
COc1ccc(NS(=O)(=O)c2cccc(C(=O)NCC3(N4CCOCC4)CCCCC3)c2)cc1	0.6%	26%	-4%	-8%	-12%
COc1ccc(OCc2ccc(C(=O)O)cc2)cc1	7.4%	13%	-1%	4%	-6%
Cc1c(Cl)cccc1NC(=O)C1CCN(S(C)(=O)=O)CC1	0.5%	0%	-2%	0%	25%
Cc1ccc(C(=O)c2c(C)oc3c2C(=O)C(=O)c2ccccc2-3)cc1	i	72%	16%	16%	4%
Cc1cc(C)cc(CSc2ccc(S(=O)(=O)N3CCCC3)cn2)c1	5.9%	37%	10%	-8%	/
Oc1ccccc1CNc1nccs1	0.3%	-5%	-7%	-29%	10%
CC1=CC=CC2=NC(=O)CC(C)(C(=O)N(CC(=O)NC3CCCC3)Cc3ccc(Cl)cc3)N12 (stereo not given)	i	8%	2%	0%	5%
O=C1CCN(S(=O)(=O)c2ccccc2)C2CCCCC12 (stereo not given)	6.4%	-4%	-2%	-12%	-11%
O=C(COC(=O)C1CCN(S(=O)(=O)c2cccs2)CC1)NCc1ccc(F)cc1	i	10%	-3%	1%	8%
O=C(CN1CCCC1)Nc1ccccc1Sc1ccccc1	i	6%	10%	-4%	3%
CCOC(=O)Cn1c(=N)n(Cc2ccccc2)c2ccccc21	0.5%	-12%	-6%	-9%	2%
Cc1noc(C)c1NC(=O)Nc1cccc2c1O[C@H](CN(C)S(=O)(=O)c1cccs1)[C@@H](C)CN([C@H](C)CO)C2=O	0.8%	6%	2%	-2%	/
COc1ccc(-c2ccccc2)cc1NC(=O)c1ccncc1	2.4%	-11%	62%	-13%	8%
CC(=O)c1sccc1NC(=O)c1ccccc1C(=O)O	4.5%	-1%	12%	0%	1%
COc1ccccc1OC(C)C(=O)Nc1ccc2c(c1)n(C)c(=O)n2C (stereo not given)	0.7%	22%	-9%	-5%	-5%
COc1ccc(OC)c(NC(=O)NC2CCCCCCC2)c1	3.5%	13%	8%	-7%	-4%

Four compounds out of the list, arranged by molecular weight, smallest number first.
SMILES	inhibitors of VEEV	M. tuberculosis	M. tuberculosis HTS	H1N1 NS1A inhibition	PhoP GFP inhibition	others
CC(=O)c1sccc1NC(=O)c1ccccc1C(=O)O	4.5%	-1%	12%	0%	1%
COc1ccc(-c2ccccc2)cc1NC(=O)c1ccncc1	2.4%	-11%	62%	-13%	8%
COc1ccc(OC)c(NC(=O)NC2CCCCCCC2)c1	3.5%	13%	8%	-7%	-4%
COc1ccccc1OC(C)C(=O)Nc1ccc2c(c1)n(C)c(=O)n2C (stereo not given)	0.7%	22%	-9%	-5%	-5%

Next section.
SMILES	inhibitors of VEEV	M. tuberculosis	M. tuberculosis HTS	H1N1 NS1A inhibition	PhoP GFP inhibition	others
COc1ccc2oc(C(=O)OC(C)C(=O)N(C)c3ccccc3)c(C)c2c1 (stereo not given)	4.2%	16%	17%	2%	-6%
CCOc1ccc(C(=O)NCC(=O)NNC(=O)C2COc3ccccc3O2)cc1OCC (stereo not given)	1.4%	-9%	5%	4%	-8%
Oc1c(/C=N/c2ccccn2)sc2ccccc12	3.5%	?	1%	1%	8%
O=C(NN(C(=O)c1ccccc1)c1cccs1)c1ccccc1	2.4%	/	/	-17%	/
O=C(OCC(=O)c1ccc(Cl)cc1Cl)c1ccccn1	1.7%	36%	6%	2%	/
O=C(CCN1C(=O)c2ccccc2S1(=O)=O)N1CCN(c2ccc(F)cc2)CC1	0.3%	0%	-1%	2%	-4%
CCOc1ccc(C2c3[nH]c4ccccc4c3C[C@H]3C(=O)N(C4CC4)CC(=O)N23)cc1OC (stereo not given in full)	i	8%	5%	-7%	2%
O=C(C1CCN(S(=O)(=O)c2ccc(Cl)cc2)CC1)N1CCC1	1.6%	-7%	-5%	0%	-4%
COc1ccc(C(=O)OCc2cc(=O)n3c(C)csc3n2)cc1F	4.4%	-34%	-8%	-2%	/
Cc1ccc(S(=O)(=O)N2CCCCC2)cc1NS(=O)(=O)c1cccc(C(=O)O)c1	1.3%	36%	1%	-2%	4%
COc1ccc(N(CC(=O)Nc2c(C)n(C)n(-c3ccccc3)c2=O)S(=O)(=O)c2ccc(C)cc2)cc1OC	0.2%	-7%	-2%	3%	-4%
CCCCn1c(-c2ccncc2)nc2c1c(=O)[nH]c(=O)n2CC(C)C	i	-10%	-2%	-11%	-7%
COc1ccc(NC(=O)CCC2CCCCC2)cc1S(=O)(=O)N1CCCCC1	2.5%	35%	-3%	0%	2%
Cc1c(CCC(=O)N[C@@H](C)C(=O)O)c(=O)oc2cc3oc4c(c3cc12)CCCC4	i	-5%	6%	-15%	8%
COc1ccccc1CNC(=O)c1ccc(N2CCOCC2)c([N+](=O)[O-])c1	1.9%	6%	-4%	5%	4%
O=C(Cc1cccs1)N1CCN=C1SCc1ccc(Br)cc1	4.5%	75%	60%	1%	2%
Cc1cc(OCC(=O)Nc2cc(-c3nn4c(C)nnc4s3)ccc2C)ccc1Cl	0.8%	1%	4%	6%	-11%
Nc1cc2c(cc1[N+](=O)[O-])OCO2	0.7%	14%	1%	-13%	-5%
CCC(C(=O)NCCc1ccccc1OC)n1nc(C)c2c(C)n(-c3ccccc3)nc2c1=O (stereo not given)	1.7%	12%	2%	-7%	4%
CCOC(=O)/C=C1\SCC(=O)N1CC(=O)c1ccc[nH]1	1.1%	4%	4%	4%	-8%	inhibitors of VEEV 10K pilot screen=2.8
CN(C(=O)COC(=O)c1cnc(Cl)c(Cl)c1)C1CCCCC1	i	71%	66%	3%	/
CC(C)c1ccccc1OCC(=O)N1CCCCCCC1	i	8%	-1%	2%	4%
CC1=C(C(=O)OCC(C)C)[C@]23C(=O)c4ccccc4[C@@]2(O1)OC(N)=C3C#N	6.2%	4%	-1%	4%	-8%
CCOC(=O)C1=CSC2=NS(=O)(=O)CCN12	i	3%	-3%	2%	-12%
CCN(CC)C(=O)c1ccc(NC(=O)CNC(C)c2cccc3ccccc23)cc1 (stereo not given)	0.7%	14%	2%	-6%	7%
CCOc1ccc(NC(=O)CN2C(=O)C3CC=CCC3C2=O)cc1 (stereo not given)	3.3%	4%	-19%	-1%	-1%
CN(c1ccccc1)S(=O)(=O)c1cccc(C(=O)NC2CCCCC2)c1	i	24%	-5%	-4%	/
COc1ccc(-n2c(C)cc(C(=O)Cn3nc(C(=O)O)c4ccccc4c3=O)c2C)cc1	7.8%	35%	7%	-1%	-4%
